B2AR arrestin: agonists driving beta-arrestin recruitment to human beta2-adrenergic receptor | Potency, µM (top dose mostly 46.1 µM), inactives show at the highest dose activation, usual class: activators | P07550 | beta-arrestin recruitment to beta2AR, cell-based reporter | 330,000 compounds, 0.02% hits;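 further: potency means the concentration at half of the fitted maximal effect; 0% = DMSO controls and full agonism = EC100 isoproterenol or metaproterenol; nearly all actives have a fitted effect of over 65% in size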
a7 integrin act: activators of alpha7 integrin expression for muscular dystrophy. AID 624291. alpha7betagal myoblasts, beta-gal FDG fluorescence, 48 h. 350,000 compounds, 0.064% hits. Potency, µM (series often up to 38.3 µM), inactives show at the highest dose activation, most hits filed as activators;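 further: potency means the concentration at half of the fitted maximal effect; 100% = response of the positive control SU9516; nearly all actives have a fitted effect of over 60% in size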
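Alpha7betagal+/- myoblasts (passage 13) were plated 16-24 hr, then exposed to compounds (1:260 dilution of DMSO stock) for 48 hours at 37C. After MPER lysis, β-galactosidase reporter activity was read as FDG fluorescence (ex 480/em 540) after 30 minutes.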
ASM inhibitor: blocks human secretory acid sphingomyelinase. P17405. placental ASM, HMU-PC fluorogenic substrate, 60 min. Potency, µM (doses to about 57.5 µM), inactives show top-dose activity change, negative = inhibition, most hits filed as inhibitors. 340,000 compounds, 0.006% hits. AID 504937; further: potency means the concentration at half of the fitted maximal effect
Target sequence (P17405 47-631 limits assumed): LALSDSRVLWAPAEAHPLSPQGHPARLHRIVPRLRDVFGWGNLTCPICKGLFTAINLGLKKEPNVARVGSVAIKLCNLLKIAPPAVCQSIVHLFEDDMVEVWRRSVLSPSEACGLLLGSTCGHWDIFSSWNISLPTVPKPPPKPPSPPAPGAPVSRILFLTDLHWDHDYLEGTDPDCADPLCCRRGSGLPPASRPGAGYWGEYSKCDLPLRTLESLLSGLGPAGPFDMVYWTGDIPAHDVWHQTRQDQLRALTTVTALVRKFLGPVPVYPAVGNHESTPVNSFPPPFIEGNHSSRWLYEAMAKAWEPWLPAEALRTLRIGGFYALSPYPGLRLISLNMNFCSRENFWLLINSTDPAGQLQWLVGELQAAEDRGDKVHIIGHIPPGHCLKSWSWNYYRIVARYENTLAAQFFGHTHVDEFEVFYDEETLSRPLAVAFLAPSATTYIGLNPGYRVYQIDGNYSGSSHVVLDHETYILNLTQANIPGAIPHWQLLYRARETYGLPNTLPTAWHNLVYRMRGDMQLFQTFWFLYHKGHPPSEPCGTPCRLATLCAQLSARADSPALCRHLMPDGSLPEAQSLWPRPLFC
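qHTS format. ASM enzyme prepared from human placenta hydrolyses the fluorogenic substrate HMU-PC0 (9 uM final) over 60 min at 37 °C after a 10 min compound preincubation.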
uPA generation: inhibitors of cell surface uPA generation. 330,000 compounds, 0.31% hits. cell surface uPA generation assay, qHTS. Potency, µM (highest dose often 38.3 µM), for inactives: at the highest dose activity change, negative = inhibition, usual class: inhibitors; active means well fitted inhibition curve with a large enough effect; inconclusive means small, poorly fitted or top-dose-only effect; inactive means no such curve, though single readings can be large or run the other way; tested in mouse RAW 264.7 cells; further: potency means the concentration at half of the fitted maximal effect; on the % scale 0 is the no-effect control and ±100 the full control effect; nearly all actives have a fitted effect of over 55% in size
BRCA1 expr up: BRCA1 expression activation. Potency, µM (top dose mostly 46.1 µM), for the others: top-dose activation, most hits filed as activators. 380,000 compounds, 1.1% hits. MCF7-BRCA1-FFLuc reporter, luminescence, 48 h; response scale: scaled: vehicle 0%, 10 µM genistein 100%. AID 624202; further: potency means the concentration at half of the fitted maximal effect; nearly all actives have a fitted effect of over 80% in size; some results filed as inactive show a strong effect at the top dose
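48 h compound treatment of MCF7-BRCA1-FFLuc cells (phenol-red free MEM, 37 °C), then 15 min with luciferase substrate and luminescence imaging.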
PTAP TSG101 blk: blocks PTAP/TSG101 interaction to inhibit HIV-1 budding | Q99816 | Fluorescence polarization, FITC-PTAP peptide / Tsg101 binding | Potency, µM (highest dose often 115 µM), without a hit: top-dose activity change, negative = inhibition, usual class: inhibitors | 340,000 tested, under 10 active | AID 493005; active means well fitted inhibition curve with a large enough effect in the main read-out, with a control signal flat, not every such curve was filed as active; inconclusive means small, poorly fitted or top-dose-only effect, or effect the other way, or a change in a side signal; inactive means no such curve, though single readings can be large or run the other way; further: potency means the concentration at half of the fitted maximal effect; % of control where 0% means no effect
Target sequence (Q99816 whole entry, looked up): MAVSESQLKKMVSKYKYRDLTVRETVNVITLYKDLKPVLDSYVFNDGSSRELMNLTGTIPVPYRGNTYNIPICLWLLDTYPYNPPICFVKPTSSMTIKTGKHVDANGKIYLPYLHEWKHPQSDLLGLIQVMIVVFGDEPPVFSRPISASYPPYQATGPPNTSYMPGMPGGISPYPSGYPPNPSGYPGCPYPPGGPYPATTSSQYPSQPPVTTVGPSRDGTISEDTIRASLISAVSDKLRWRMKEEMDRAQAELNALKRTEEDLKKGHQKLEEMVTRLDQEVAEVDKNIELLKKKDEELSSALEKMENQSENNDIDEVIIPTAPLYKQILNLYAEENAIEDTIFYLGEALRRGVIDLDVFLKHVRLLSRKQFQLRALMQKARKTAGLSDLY
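FP read-out: FITC-PTAP peptide, 50 nM final, binding Tsg101 binding domain, 10 uM final; 20 min, r.t.; 10 mM HEPES pH 7.5, 0.15 M NaCl, 0.01% Tween 20, 3 mM EDTA, 0.1 mM TCEP.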
Eya2 inh: Eya2 (human) phosphatase inhibition; O00167; recombinant Eya2, OMFP fluorescence dephosphorylation (OMFP is methylfluorescein phosphate); Potency, µM (doses to about 76.9 µM), for the others: at the highest dose activity, negative = inhibition, most hits filed as inhibitors; 330,000 compounds, 0.006% hits; further: potency means the concentration at half of the fitted maximal effect; on the % scale 0 is the no-effect control and ±100 the full control effect
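Eya2 protein (added as 0.2 uM solution) was preincubated with compound for 10 min at ambient temperature in 50 mM HEPES pH 7.5, 50 mM NaCl, 5 uM MgCl2, 0.05% BSA, 1 mM DTT. OMFP (added at 50 uM) then reacted 10 min; fluorescence read at 485/525 nm.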
p53 reactivator: restores transcriptional activity of mutant p53; AID 504706; 320,000 compounds, 0.063% hits; Potency, µM (top dose mostly 92.2 µM), without a hit: at the highest dose activity change, positive = activation, actives largely listed as activators; H1299 p53-A138V BP100-luciferase reporter, luminescence, 24 h; further: potency means the concentration at half of the fitted maximal effect; % of control where 0% means no effect; nearly all actives have a fitted effect of over 45% in size
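H1299 (p53-null), stable ts p53-A138V + BP100-Luc; 1000 cells/well, Opti-MEM/10% FBS; cpd 4 pt, 1:5; 24 h, 37 deg C, 5% CO2; detection reagent 10 min RT; luminescence.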
USP2a inh: USP2a (human) protease inhibition; USP2 core, Ub-CHOP2 coupled fluorogenic reporter, 485/531; Potency, µM (highest dose often 38.3 µM), inactives show at the top dose activity change, negative = inhibition, usual class: inhibitors; 330,000 compounds, 0.01% hits; O75604;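 further: potency means the concentration at half of the fitted maximal effect; plate controls were DMSO wells for no effect and full inhibition by NEM control for full effect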
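Cell-free coupled assay: 10nM USP2 core preincubated 30min RT with compound in Tris-HCl pH 8.0/CaCl2/CHAPS buffer, then 25nM Ub-CHOP2 and 25nM reporter substrate; fluorescence (Ex 485/Em 531) read after 60min RT, normalized to NEM inhibition, concentration-response curves fitted.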
ELG1 genotoxic: inducers of genotoxicity in HEK293T ELG1-luciferase cells; Potency, µM (doses to about 46 µM), without a hit: at the highest dose activity change, positive = activation, usual class: activators; HEK293T ELG1-luciferase reporter, luminescence, 16 h; 330,000 compounds, 1.3% hits; AID 504466; further: potency means the concentration at half of the fitted maximal effect; % of control where 0% means no effect; nearly all actives have a fitted effect of over 60% in size
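ELG1-luciferase HEK293T cells, 2,000/well; compound pinned in; 16 hr, 37 °C, 5% CO2; ONE-Glo, 30 min RT; luminescence on CCD imager.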
TRPV1 agonist: human TRPV1 agonism; Q8NER1; TRPV1-expressing cells, Fluo-8 calcium influx, agonist mode; activation, % at 8.33 µM; 320,000 compounds, 0.19% hits; AID 540275; in the data active means activation above about 80%; inconclusive means between about 30% and that limit; further: 0% is about no effect
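Fluo-8 calcium influx in TRPV1-expressing cells, kinetic read (ex 480/em 520 nm). Compound added and read 3 min for agonist activity, followed by capsaicin at EC20 final and 2 min further read for enhancement.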
* marks the source's active call; other numbers are inactive results; ? = inconclusive; / = no result given. Unless noted, the call rests on the fitted dose curve; in most records, active means well fitted curve in the direction sought with a large enough effect; inconclusive means small, poorly fitted or top-dose-only effect, or another doubt; inactive means no such curve, though single readings can be large; an effect the other way counts as inactive or inconclusive.

mol	B2AR arrestin	a7 integrin act	ASM inhibitor	uPA generation	BRCA1 expr up	PTAP TSG101 blk	Eya2 inh	p53 reactivator	USP2a inh	ELG1 genotoxic	TRPV1 agonist
CCC(CO)Oc1cc(NC(=O)c2cccc([N+](=O)[O-])c2)c2ncn(C(C)C)c2c1 (stereo unspecified)	-0.1%	-5%	2%	5%	-25%	-1%	11%	0%	5%	-1%	/
O=C(Nc1cc(C(F)(F)F)ccc1Cl)C(NCc1ccccc1)c1ccccc1 (stereo unspecified)	0.5%	-40%	-4%	8%	-24%	1%	-4%	3%	2%	-5%	9
COC(=O)c1ccc(CN2CCCC(CNC(=O)Cc3ccc(OC)cc3)C2)cc1 (stereo unspecified)	0.2%	19%	2%	26%	-14%	0%	4%	/	0%	-3%	3
C[C@H](CO)N1C[C@H](C)[C@@H](CN(C)S(=O)(=O)c2cccs2)Oc2c(NC(=O)C3CCCCC3)cccc2C1=O	0.2%	26%	-6%	3%	-15%	-6%	-6%	-2%	-13%	-1%	/
C#CCOCCOCCOCCNc1nc(N2CCN(C(=O)[C@H](CCCN=C(N)N)n3cc(C(N)[C@@H](C)CC)nn3)CC2)nc(N2CCN(C(=O)[C@H](CC(N)=O)n3cc([C@@H](N)C(C)C)nn3)CC2)n1 (stereo partly specified)	0.0%	10%	-1%	2%	-4%	-3%	0%	3%	2%	2%	/
CCN(CCCNC(=O)CN(C)S(=O)(=O)c1cccc2nsnc12)c1cccc(C)c1	-0.4%	-14%	-3%	-7%	-14%	-5%	19%	-23%	2%	-8%	2
N#Cc1cccc(NC(=O)Cn2c3[n+](c4ccc(C(F)(F)F)cc42)CCCCC3)c1	-0.9%	-32%	0%	11%	-1%	0%	3%	-7%	2%	0%	-2
Cc1ccc(-n2c(SCC(=O)N3CCCCC3)nc(O)c(Cc3ccccc3)c2=O)cc1	0.2%	-21%	-1%	-3%	-2%	-3%	0%	13%	2%	1%	3
COc1ccc(S(=O)(=O)N2CCOCC2)cc1NC(=O)CSc1n[nH]c(=O)n1C1CC1	-0.9%	18%	7%	-1%	17%	-3%	-2%	-5%	5%	0%	1
CCCC(C)NC(=O)CSc1nnc2ccccn12 (stereo unspecified)	0.2%	5%	11%	6%	0%	-1%	1%	0%	0%	5%	1
O=C(NCCOCCOCCNC(=O)c1cccnc1)c1cccnc1	0.0%	-5%	4%	0%	-3%	-7%	4%	16%	2%	19%	0
C=C(C)Cn1c(SCC(=O)N/N=C/c2ccccc2)nc2ccccc2c1=O	-1.2%	23%	-3%	-3%	-38%	-8%	-20%	-14%	4%	-3%	14
CC(=O)Nc1ccc(NC(=O)c2cc(S(=O)(=O)N3CCCCC3)ccc2C)cc1	0.4%	-6%	0%	-1%	-2%	-4%	11%	10%	-1%	3%	1
Cn1c(=S)[nH]c2scc(-c3cccs3)c2c1=O	0.1%	-26%	-2%	-4%	-13%	-1%	2%	0%	1%	-6%	0
CN(Cc1cccs1)CC(O)COCc1ccco1 (stereo unspecified)	0.0%	3%	1%	2%	-4%	0%	-3%	-2%	2%	0%	15
Cc1cc(=O)oc2cc(OCC(=O)NCCCN3CCOCC3)ccc12	/	-16%	3%	1%	-8%	-5%	/	/	/	/	3
CC(OC(=O)c1cc(S(=O)(=O)N2CCOCC2)ccc1F)C(=O)NC1CCCC1 (stereo unspecified)	-0.6%	0%	3%	-4%	1%	-3%	-25%	-2%	1%	0%	0
Cc1cc(C)cc(N2CC(C(=O)Nc3cc(C)on3)CC2=O)c1 (stereo unspecified)	0.3%	9%	-2%	3%	-14%	1%	0%	3%	0%	0%	0
C=CCOc1cccc(C2/C(=C(\O)c3ccc4c(c3)OCCO4)C(=O)C(=O)N2CCN2CCOCC2)c1 (stereo unspecified)	0.1%	40%	4%	0%	3%	-1%	2%	7%	2%	1%	-1
CCOC(=O)C(NCc1ccc2c(c1)OCO2)(NC(=O)CC)C(F)(F)F (stereo unspecified)	0.1%	-18%	0%	5%	2%	0%	-8%	-3%	-4%	1%	0
O=C(CN1C(=O)NC2(CCCC2)C1=O)Nc1cc(Cl)ccc1Oc1ccccc1	-0.8%	-15%	-2%	18%	9%	-2%	5%	3%	-2%	-3%	?
COc1ccc(/C(N)=N/OC(=O)Oc2ccccc2)cc1OC	-0.5%	24%	-1%	5%	-19%	0%	2%	-8%	-4%	4%	4
CC(C)c1nc(SCC(=O)NC(=O)NC(C)(C)C)n[nH]1	-0.1%	-11%	-2%	0%	-3%	-2%	-14%	0%	-2%	-3%	2
CCOC(=O)c1cc2occc2n1CC(=O)N1CCOCC1	-0.1%	5%	6%	-2%	12%	1%	-2%	-2%	2%	3%	1
O=[N+]([O-])c1cccc(C=NNC(=S)NC23CC4CC(CC(C4)C2)C3)c1	/	38%	0%	-1%	26%	0%	/	/	/	/	/
COc1ccccc1CNC(=O)CN1C(=O)NC2(CCCc3sccc32)C1=O (stereo unspecified)	-0.1%	20%	7%	25%	3%	-3%	6%	-1%	2%	-1%	-1
COc1cccc(O)c1CN1CCC(Oc2ccc(C(=O)NCc3ccccn3)cc2)CC1	-0.3%	-33%	9%	?	-6%	-6%	-3%	-2%	3%	-8%	1
CCCCNC(=O)c1ccc(NC(C)=O)c(Cl)c1	5.8%	1%	-3%	-2%	-31%	-1%	8%	7%	-1%	2%	0
COc1ccc(NC2CC(=O)N(c3cc([N+](=O)[O-])ccc3C)C2=O)cc1 (stereo unspecified)	-0.3%	?	8%	-6%	0%	0%	1%	-2%	4%	3%	1
C=C(C)COc1cc2oc(=O)c(CC(=O)N3C[C@H]4C[C@@H](C3)c3cccc(=O)n3C4)c(C)c2cc1Cl	-1.3%	-13%	/	-10%	-19%	-1%	9%	4%	-2%	0%	0

Compound profiles (already shown). Values in the order: B2AR arrestin	a7 integrin act	ASM inhibitor	uPA generation	BRCA1 expr up	PTAP TSG101 blk	Eya2 inh	p53 reactivator	USP2a inh	ELG1 genotoxic	TRPV1 agonist
Shown for O=[N+]([O-])c1cccc(C=NNC(=S)NC23CC4CC(CC(C4)C2)C3)c1 : /	38%	0%	-1%	26%	0%	/	/	/	/	/
Shown for Cc1ccc(-n2c(SCC(=O)N3CCCCC3)nc(O)c(Cc3ccccc3)c2=O)cc1 : 0.2%	-21%	-1%	-3%	-2%	-3%	0%	13%	2%	1%	3

(next part)
mol	B2AR arrestin	a7 integrin act	ASM inhibitor	uPA generation	BRCA1 expr up	PTAP TSG101 blk	Eya2 inh	p53 reactivator	USP2a inh	ELG1 genotoxic	TRPV1 agonist
COc1ccc(N=C2NC(=O)/C(=C\C=C\c3ccccc3)S2)cc1	-0.8%	7%	?	4%	-8%	1%	-12%	0%	1%	2%	-2
CC(C)COC(=O)c1cccc2c1-c1ccccc1/C2=N\O	-0.7%	-4%	-23%	0%	-14%	-3%	-9%	-2%	0%	-10%	0
CCOC(=O)c1ccccc1NS(=O)(=O)c1ccccc1	-0.3%	-2%	5%	-13%	0%	/	10%	1%	1%	3%	15
CCN1C(=O)CSC1=Nc1ccc(C(=O)O)cc1	-0.5%	-19%	6%	0%	14%	0%	-21%	/	1%	2%	0
COc1ccc(OCCOC(=O)c2nc3nccc(C)n3n2)cc1	-0.8%	4%	0%	9%	8%	-2%	-25%	-1%	-10%	0%	1
CCCCCc1nc2c(c3c1CCCC3)CCCC2	-0.6%	-9%	-1%	-2%	-28%	-7%	-3%	-5%	-8%	-6%	24
COC(=O)C(c1cc(OC)c(O)c(OC)c1)(N1CCNC(C)C1)C(F)(F)F (stereo unspecified)	0.4%	-12%	-5%	1%	5%	-5%	-9%	11%	0%	1%	-1
CCCC(=O)Nc1ccc(Cl)c(NC(=O)c2cccc(OC)c2)c1	-0.3%	2%	-2%	9%	-5%	-5%	5%	-3%	1%	-6%	-1
COC(=O)/C=C1/N/C(=N\c2nc(C)cc(C)n2)N(c2ccc(Cl)cc2)C1=O	-1.3%	-17%	7%	-2%	-36%	-1%	-6%	8%	-1%	1%	6
COc1ccc(N2C(=O)CC(Sc3ccccc3C(=O)O)C2=O)c([N+](=O)[O-])c1 (stereo unspecified)	0.3%	-13%	-1%	-2%	-17%	-3%	8%	22%	-1%	4%	-5
Cc1cc(Br)ccc1NC(=O)CN(C)Cc1cccs1	0.0%	3%	0%	-2%	44%	-5%	-27%	4%	1%	10%	9
Cc1ccc(C(c2nnnn2CC2CCCO2)N2CCN(C)CC2)cc1 (stereo unspecified)	-0.3%	-1%	4%	14%	-1%	-7%	4%	6%	2%	2%	1

An unsorted share of the library. About 2.6% of those tested had a hit in this group.
